Compound activity deposited in PubChem by National Center for Advancing Translational Sciences (NCATS).
NPC1 promoter act – qHTS Assay for NPC1 Promoter Activators; Huh7 NPC1 promoter luciferase reporter, 24 h; Potency, µM (titrated, usually from 9.22 µM), inactives show top-dose activation, actives largely listed as activators; actives 2.4% (n = 320,000); AID 485313, 2010;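 note: potency is the fitted concentration of half-maximal effect; % of control where 0% means no effect; nearly all actives have a fitted effect of over 60% in size; reporter is driven by a mutant NPC1 promoter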
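Huh7 reporter cells (NPC1 promoter driving luciferase) are dosed with compound for 24 h at 37 °C, 5% CO2; luciferase detection reagent is then added and luminescence measured after 10 min at ambient temperature.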
Rab9 promoter act – qHTS Assay for Rab9 Promoter Activators; Huh7 Rab9 promoter-luciferase reporter, luminescence, 24 h; Potency, µM (titrated, usually from 9.22 µM), inactives show at the top dose activation, negative = inhibition, hits mostly activators; actives 2.8% (n = 320,000); AID 485297, 2010; note: potency is the fitted concentration of half-maximal effect; % of control where 0% means no effect; nearly all actives have a fitted effect of over 60% in size
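Cells were plated at 1500 per well in reduced-serum medium with 10% FBS and left 2 h. Compound in DMSO was then added for 24 h at 37 °C. Reporter signal was read by luminescence after 10 min with luciferase detection reagent.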
VP16 counter – VP16 counterscreen qHTS for inhibitors of ROR gamma transcriptional activity; Drosophila S2 Gal4-VP16 UAS-luciferase, luminescence, 20 h; Potency, µM (top dose mostly 53.6 µM), inactives show at the highest dose activity, negative = inhibition, hits mostly inhibitors; actives 3.5% (n = 310,000); AID 2546, 2010;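 note: Gal4-VP16 expression switched on by copper sulfate through the metallothionein promoter; potency is the fitted concentration of half-maximal effect; % is set by controls: 0 for no effect and ±100 for the full control effect; nearly all actives have a fitted effect of over 50% in size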
RORgamma inh – qHTS for inhibitors of ROR gamma transcriptional activity | Nuclear receptor ROR-gamma (Mus musculus), P51450 | Drosophila S2 Gal4-RORgamma UAS-luciferase reporter, 20 h | Potency, µM (titrated, usually from 53.6 µM), for the others: top-dose activity change, negative = inhibition, hits mostly inhibitors | actives 5.4% (n = 310,000) | AID 2551, 2010; note: potency is the fitted concentration of half-maximal effect; % is set by controls: 0 for no effect and ±100 for the full control effect; nearly all actives have a fitted effect of over 60% in size
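Stable Schneider cell line, Gal4 DNA-binding domain fused to ROR gamma, UAS-luciferase. Cmpd 1 hr RT → CuSO4 700 uM final → 20 hr RT → luciferase reagent 10 min → luminescence.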
p53 reactivation – qHTS assay for re-activators of p53 using a Luc reporter; H1299 p53-A138V BP100-luciferase reporter, luminescence, 24 h; Potency, µM (top dose mostly 92.2 µM), for inactives: at the highest dose activity change, positive = activation, actives largely listed as activators; actives 0.063% (n = 320,000); AID 504706, 2011; note: potency is the fitted concentration of half-maximal effect; % of control where 0% means no effect; nearly all actives have a fitted effect of over 45% in size
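H1299 (p53-null), stable ts p53-A138V + BP100-Luc; 1000 cells/well, Opti-MEM/10% FBS; cpd 4 pt, 1:5; 24 h, 37 deg C, 5% CO2; detection reagent 10 min RT; luminescence.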
Tb PFK block – qHTS Assay to Find Inhibitors of T. brucei phosphofructokinase; actives 0.17% (n = 330,000); T. brucei PFK, ADP-Glo luminescence; Potency, µM (highest dose often 57.5 µM), without a hit: top-dose activity, negative = inhibition, usual class: inhibitors;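 note: potency is the fitted concentration of half-maximal effect; 0% = uninhibited 1x PFK enzyme wells and -100% = no-enzyme wells; nearly all actives have a fitted effect of over 60% in size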
Target sequence (O15648 whole entry, looked up): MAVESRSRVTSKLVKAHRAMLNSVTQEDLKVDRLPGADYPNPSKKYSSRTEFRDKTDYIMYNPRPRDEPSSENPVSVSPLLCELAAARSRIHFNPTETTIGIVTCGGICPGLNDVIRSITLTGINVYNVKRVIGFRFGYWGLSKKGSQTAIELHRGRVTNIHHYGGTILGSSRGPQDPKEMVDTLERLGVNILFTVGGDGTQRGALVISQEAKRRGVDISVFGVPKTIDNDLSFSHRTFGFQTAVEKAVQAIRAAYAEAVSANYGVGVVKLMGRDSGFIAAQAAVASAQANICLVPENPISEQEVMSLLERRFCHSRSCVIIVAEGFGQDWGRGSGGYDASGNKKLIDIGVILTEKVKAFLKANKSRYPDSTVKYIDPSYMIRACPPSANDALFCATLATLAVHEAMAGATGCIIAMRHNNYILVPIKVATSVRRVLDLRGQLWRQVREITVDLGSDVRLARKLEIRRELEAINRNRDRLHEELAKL
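PFK 1.25 nM, F6P 0.5 mM, ATP 0.1 mM, 0.1 M TEA pH 8.0, 5 mM MgCl2, 0.01% Tween20, 0.1% BSA; 45 min RT. ADP-Glo readout. qHTS titration up to 57 uM; curves fitted, compounds curve-classed.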
ELG1 genotoxic – qHTS screen for small molecules that induce genotoxicity in human embryonic kidney (HEK293T) cells expressing luciferase-tagged ELG1 | actives 1.3% (n = 330,000) | HEK293T ELG1-luciferase reporter, luminescence, 16 h | Potency, µM (highest dose often 46 µM), for the others: top-dose activity change, positive = activation, actives largely listed as activators | AID 504466, 2011; note: potency is the fitted concentration of half-maximal effect; % of control where 0% means no effect; nearly all actives have a fitted effect of over 60% in size
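16 hr compound incubation (37 °C, 5% CO2) of HEK293T cells carrying luciferase-tagged ELG1; luciferase then measured by ONE-Glo luminescence after 30 min at RT.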
BRCA1 expr up – qHTS Assay to Identify Small Molecule Activators of BRCA1 Expression. MCF7-BRCA1-FFLuc reporter, luminescence, 48 h; response scale: scaled: vehicle 0%, 10 µM genistein 100%. Potency, µM (titrated, usually from 46.1 µM), for the others: at the highest dose activation, usual class: activators. actives 1.1% (n = 380,000); note: potency is the fitted concentration of half-maximal effect; nearly all actives have a fitted effect of over 80% in size; some results filed as inactive show a strong effect at the top dose
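Quantitative HTS in MCF7 cells stably reporting BRCA1 expression via firefly luciferase. Compound treatment lasts 48 h at 37 °C in phenol-red free MEM. Activation is expressed relative to genistein at 10 microM and DMSO.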
TRPV1 ag – HTS Assay for Compounds that Act as Agonists of the Vanilloid Receptor 1 | AID 540275, 2011 | actives 0.19% (n = 320,000) | activation, % at 8.33 µM | TRPV1-expressing cells, Fluo-8 calcium influx, agonist mode | Transient receptor potential cation channel subfamily V member 1 (Homo sapiens), Q8NER1; in the data active = activation above about 80%; inconclusive = between about 30% and that limit; note: 0% is about no effect
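Cells expressing TRPV1 were dye-loaded with Fluo-8 and read kinetically: 10 s baseline, 3 min after compound (agonist portion), then 2 min after EC20 capsaicin (allosteric enhancer portion). Calcium-bound dye fluorescence at 480/520 nm.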
FLuc counter – qHTS profiling assay for firefly luciferase inhibitor/activator using purifed enzyme and Km concentrations of substrates (counterscreen for miR-21 project); purified FLuc, Km substrates, luminescence inhibition; Potency, µM (top dose mostly 57.5 µM), for inactives: top-dose activity change, negative = inhibition, hits mostly inhibitors; actives 6.9% (n = 360,000); AID 588342, 2011;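 note: potency is the fitted concentration of half-maximal effect; plate controls were vehicle for no effect and reference inhibitor for full effect; nearly all actives have a fitted effect of over 55% in size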
Target sequence (P08659 whole entry, looked up): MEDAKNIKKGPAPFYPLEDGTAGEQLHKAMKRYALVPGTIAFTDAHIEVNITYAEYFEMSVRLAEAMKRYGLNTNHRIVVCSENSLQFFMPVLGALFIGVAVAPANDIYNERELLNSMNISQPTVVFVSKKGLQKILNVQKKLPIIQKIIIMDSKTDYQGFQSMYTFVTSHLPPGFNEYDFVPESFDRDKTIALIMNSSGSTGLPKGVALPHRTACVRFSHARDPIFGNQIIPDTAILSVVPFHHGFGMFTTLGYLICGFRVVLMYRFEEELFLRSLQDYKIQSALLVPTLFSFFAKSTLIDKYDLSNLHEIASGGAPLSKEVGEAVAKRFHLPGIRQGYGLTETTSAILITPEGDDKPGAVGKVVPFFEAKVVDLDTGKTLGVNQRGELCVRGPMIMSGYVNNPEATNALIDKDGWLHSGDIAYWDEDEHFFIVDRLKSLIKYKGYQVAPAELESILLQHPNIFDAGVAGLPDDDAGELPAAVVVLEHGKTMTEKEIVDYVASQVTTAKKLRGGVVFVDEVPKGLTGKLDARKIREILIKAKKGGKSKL
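Purified P. pyralis luciferase, 10 nM final, with Km-level 10 uM D-luciferin and 10 uM ATP in 50 mM Tris acetate pH 7.5, 10 mM Mg acetate, 0.01% Tween-20, 0.05% BSA; 6-point qHTS titration about 60 µM downward; luminescence read.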
ELG1 repair inh – qHTS screen for small molecules that inhibit ELG1-dependent DNA repair in human embryonic kidney (HEK293T) cells expressing luciferase-tagged ELG1. HEK293T ELG1-luciferase reporter, luminescence, 16 h; DNA damage induced by 5-fluorouridine. Potency, µM (titrated, usually from 46.1 µM), inactives show top-dose activity change, negative = inhibition, hits mostly inhibitors. actives 2.3% (n = 330,000); note: potency is the fitted concentration of half-maximal effect; % is set by controls: 0 for no effect and ±100 for the full control effect; nearly all actives have a fitted effect of over 55% in size
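DMSO vehicle served as the neutral condition. Each well held 2,000 cells given 5-fluorouridine plus compound; after 16 hr at 37 °C/5% CO2, ONE-Glo was added and luciferase measured 30 min later.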
* hit, by the source's call; ? = inconclusive; . = no result given; [ ] = another dose, or the depositor's remark. Unless noted, calls come from the whole dose curve; as a rule, active = well fitted curve in the direction sought with a large enough effect; inconclusive = small, poorly fitted or top-dose-only effect, or another doubt; inactive = no such curve, though single readings can be large; an effect the other way counts as inactive or inconclusive. Compounds as they come; about 15% have a hit in one of these screens.

Values run as follows: NPC1 promoter act | Rab9 promoter act | VP16 counter | RORgamma inh | p53 reactivation | Tb PFK block | ELG1 genotoxic | BRCA1 expr up | TRPV1 ag | FLuc counter | ELG1 repair inh
1	O=C(N/N=C/c1ccc[nH]1)c1ccc(Cl)cc1
    -24% | -3% | 10µM* | 3.2µM* | ? | -5% | 19% | 47% | 26 | 11µM* | ?
2	Cc1sc2ncnc(NCCCO)c2c1C
    0% | -1% | 0% | 4% | -3% | 1% | 2% | 0% | . | 1% | -14%
3	Cc1nnsc1C(=O)NC(C)c1ccccc1 (centres undefined)
    -7% | 0% | -1% | 2% | -4% | -1% | 20% | -12% | 1 | 0% | 16%
4	Cn1cnnc1SCC(=O)N1CCc2ccccc21
    0% | 0% | -3% | 5% | 0% | 3% | 10% | 4% | 0 | 4% | 5%
5	CCc1c(C)nc(N2CCOCC2)[nH]c1=O
    7% | 1% | -5% | -32% | 1% | -14% | -1% | -1% | 2 | 1% | 7%
6	CCOc1cccc(CN2CCCC(CCC(=O)NCc3ccccc3F)C2)c1O (centres undefined)
    0% | -3% | 0% | -21% | 0% | -7% | 1% | 0% | 3 | -2% | 9%
7	CC(CCCC(C)(C)O)NCc1cn[nH]c1-c1ccc2c(c1)OCO2 (centres undefined)
    -2% | 1% | 0% | -11% | -1% | 1% | -1% | 0% | 2 | 0% | -6%
8	COc1ccc(Nc2nc(N)nc(CSC(=S)N3CCCCC3C)n2)cc1 (centres undefined)
    -6% | 18% | -1% | 13µM* | 10% | 0% | 2% | -34% | 21 | ? | -18%
9	CN1CCN(C(=O)C2=C[C@H](c3ccccc3)C[C@H](OCc3ccc(CO)cc3)O2)CC1
    -1% | 1% | 0% | 17% | -3% | 0% | 2% | 9% | 1 | -1% | -2%
10	CCn1nnc(-c2ccccc2NC(=O)C(F)(F)F)n1
    3% | -9% | 5% | 4% | 4% | -2% | 6% | 29% | 1 | 6% | 29%
11	O=C(Cn1c(/C=C/c2ccccc2)nc2ccccc21)Nc1ccc(F)cc1
    21% | ? | 0% | ? | ? | 0% | ? | 47% | 5 | 4.8µM* | ?
12	CC(=O)N1CCc2c(sc(NC(=O)c3ccc([N+](=O)[O-])o3)c2C#N)C1
    ? | 4µM* | 1% | -40% | 3% | -4% | ? | -84% | -4 | ? | ?
13	Cc1sc2nc(C3CCCCC3)nc(SCC(=O)N3CC(=O)Nc4ccccc43)c2c1C
    0% | 3% | -1% | -2% | -1% | 1% | 0% | 2% | . | 0% | -3%
14	O=C(CN(C(=O)c1csnn1)c1cccc2ccccc12)NC1CCCC1
    -3% | 0% | 4% | 20% | 0% | -2% | 1% | 12% | 1 | 4% | -5%
15	NC(=O)C1CCN(C(=O)c2ccc(NS(=O)(=O)c3ccc(Br)s3)cc2)CC1
    0% | 0% | . | . | -6% | -1% | -4% | -24% | 1 | -4% | 10%
16	COc1ccc(C(C)=O)cc1COC(=O)Cc1cc(OC)c(OC)c(OC)c1
    -1% | 3% | 7% | 18% | -2% | -1% | 4% | 0% | 2 | 0% | 14%
17	CCCN1CCN(CCCNC(=O)c2ccccc2NC(=O)C2=C(C)OCCS2)CC1
    5% | 17% | 2% | 1% | 4% | -3% | 0% | 20% | -6 | -2% | ?
18	COC(=O)CCCC[C@H]1SC[C@H]2NC(=O)N[C@]21O
    5% | -3% | -2% | 30% | -6% | 0% | 1% | . | -1 | 0% | -1%
19	Cc1ccc(C(=O)C[n+]2ccc(Cc3ccccc3)cc2)cc1
    -12% | 3% | -5% | 12% | 0% | 2% | -9% | -40% | 4 | -3% | 7.3µM*
20	COc1cccc(CN(Cc2cccnc2)S(=O)(=O)c2ccc(-n3cnnn3)c(C)c2)c1OC
    -2% | 2% | -19% | ? | 0% | -3% | -2% | -1% | ? | 11% | ?

Additional entries
Values run as follows: NPC1 promoter act | Rab9 promoter act | VP16 counter | RORgamma inh | p53 reactivation | Tb PFK block | ELG1 genotoxic | BRCA1 expr up | TRPV1 ag | FLuc counter | ELG1 repair inh
21	Cc1ccc(C)c(NC(=S)N2CCN(S(=O)(=O)c3ccccc3)CC2)c1
    2% | -2% | ? | -110% | -6% | 2% | -3% | -15% | 16 | -1% | 2%
22	O=c1c(Cc2c(F)cccc2Cl)c(O)ccn1CCCn1ccnc1
    -4% | 0% | 3% | 13% | 10% | -4% | 0% | -15% | -2 | 2% | 8%
23	CCNC(=O)Cc1c(OC)ccc2cc(Br)ccc12
    -7% | -14% | -18% | 4% | -1% | -1% | -1% | -17% | 2 | 4% | ?
24	Cn1cc(C(=O)NC2CCCCCC2)c(=O)c2cc(S(=O)(=O)N3CCCC3)ccc21
    -7% | 2% | -10% | 12% | 1% | -7% | 1% | -3% | 9 | 2% | 5%
25	COc1ccc2oc(-c3ccco3)cc(=O)c2c1
    2.5µM* | 0.79µM* | ? | ? | 15% | -26% | ? | 6.3µM* | 15 | 12µM* | ?
26	O=C(c1cc2ccccc2cc1OCC(O)CN1CCCCC1)N1CCCCC1 (centres undefined)
    2% | -2% | 1% | 4% | 5% | 3% | -2% | -5% | . | 7% | -7%
27	O=c1[nH]nc(Cc2ccccn2)c2ccccc12
    -1% | -1% | 0% | -16% | 1% | 4% | 5% | 2% | -3 | 1% | ?
28	CN(C)CCCNc1cc(O)c2ncccc2c1
    -24% | -24% | . | . | -15% | ? | -13% | -49% | . | -4% | ?
29	CCCOc1ccc(/C=N/O)cc1
    11% | 18% | -4% | 15% | 5% | 0% | -2% | 49% | 0 | ? | ?
30	CCc1ccc(NC(=O)C(C)OC(=O)c2ccc(N3CCCC3)c([N+](=O)[O-])c2)cc1 (centres undefined)
    1% | -2% | 0% | 25% | 3% | 0% | 0% | 11% | 16 | -2% | ?
31	CN(Cc1ccccc1)c1nc(N)nc(Cl)c1C=O
    -2% | -30%[inhibitor] | 20% | 4% | -1% | -1% | 0% | -8% | 4 | 0% | 2%
32	Cc1ccc2c(CN(C)Cc3ccc(Cl)cc3)cc(=O)oc2c1
    9% | 24% | 3% | 33% | ? | 2% | 1% | 32% | ? | -18% | 6%
33	CCOCC(=O)Nc1cccc(C(=O)OCC)c1
    -5% | -2% | 12% | ? | 10% | -3% | 0% | 2% | 3 | 4% | ?
34	CCOc1cc(/C=N/O)cc(Br)c1OCc1ccc(Cl)cc1
    0% | 3% | -19% | 1% | -9% | 3% | -1% | -65% | -2 | 0% | ?
35	O=C(/C=C/c1cccc(Br)c1)NCC1CCCCC1
    1% | -1% | -9% | 29% | -4% | 1% | -1% | 0% | ? | 0% | 15%
36	CCOC(=O)C1CCCN(C(=O)c2cccc3ccccc23)C1 (centres undefined)
    1% | 0% | -5% | -1% | 9% | -6% | -5% | 9% | -1 | 1% | 5%
37	Cc1cc(C)n(-c2nc3ccccc3nc2N2CCN(C(=O)c3ccc(Cl)cc3)CC2)n1
    -1% | -9% | 2% | -12% | 0% | 11% | 2% | -33% | 6 | 1% | 4%
38	COc1ccc(C(=O)COC(=O)C(CCSC)NS(=O)(=O)c2ccc(Cl)cc2)cc1 (centres undefined)
    0% | -10% | -14% | ? | -7% | -1% | -5% | -21% | 4 | -13% | -18%
39	COc1ccc(CCC(=O)N(C)CC(=O)Nc2ccc(N3CCOCC3)cc2)cc1
    -1% | -2% | -7% | -5% | -4% | -3% | 29% | -4% | 3 | 2% | -1%
40	NC(=O)c1ccc(NC(=O)CS(=O)(=O)c2cn(CC(=O)N3CCCCC3)c3ccccc23)cc1
    1% | 6% | -14% | -22% | 18% | 3% | 5% | -1% | 3 | -2% | 15%
41	COc1ccc(C(=O)OCC(=O)N2CCCC2=O)c(OC)c1
    10% | ? | 14% | 25% | 2% | 3% | 16% | 1% | 2 | -52% | ?
42	COc1ccc(NC(=O)COC(=O)C(NC(=O)c2ccc(C)cc2)C(C)C)cn1 (centres undefined)
    . | . | . | . | 8% | -5% | 1% | -4% | . | . | ?
